HEK293 viab: counter-screen for SNCA expression inhibitors: cell viability. HEK-293-SNCA-luc viability, GF-AFC fluorescence, 24 h. Potency, µM (top dose mostly 57.1 µM), without a hit: top-dose activity change, negative = cytotoxicity, actives largely listed as cytotoxic. actives 0.12% (n = 150,000). AID 1671193;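 also: potency is read from the fitted curve at half-maximal effect; 0% = DMSO-treated cells and -100% = medium-only wells without cells; nearly all actives have a fitted effect of over 30% in size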
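HEK-293-SNCA-luc cells (1500/well) plated 24 h, then exposed 24 h to a dilution series; GF-AFC added 30 min at 37C, fluorescence 405/540 nm; normalised to medium-only and DMSO wells, Hill fit.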
3T3 cytotox: cytotoxic compounds in NIH 3T3 cells; actives 4.3% (n = 94,000); NIH 3T3 viability, CellTiter-Glo ATP luminescence, 48-72 h; Potency, µM (series often up to 96.7 µM), for the others: at the highest dose activity change, negative = cytotoxicity, most hits filed as inhibitors; also: potency is read from the fitted curve at half-maximal effect; nearly all actives have a fitted effect of over 55% in size
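Cytotoxicity is measured as loss of cellular ATP: NIH 3T3 cells (400/well) are exposed to compound for 48 or 72 hr at 37 °C, then CellTiter-Glo luminescence is imaged after 10 min at room temperature.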
GPT2 inh: inhibitors of human GPT2 alanine aminotransferase; Q8TD30; Recombinant GPT2, coupled pyruvate oxidase/HRP Amplex Red fluorescence; Potency, µM (top dose mostly 57.7 µM), without a hit: top-dose activity change, negative = inhibition, hits mostly inhibitors; actives 0.25% (n = 100,000); AID 1671188; also: potency is read from the fitted curve at half-maximal effect; nearly all actives have a fitted effect of over 60% in size; many of its hits are not listed in these tables
Target sequence (Q8TD30 whole entry, looked up): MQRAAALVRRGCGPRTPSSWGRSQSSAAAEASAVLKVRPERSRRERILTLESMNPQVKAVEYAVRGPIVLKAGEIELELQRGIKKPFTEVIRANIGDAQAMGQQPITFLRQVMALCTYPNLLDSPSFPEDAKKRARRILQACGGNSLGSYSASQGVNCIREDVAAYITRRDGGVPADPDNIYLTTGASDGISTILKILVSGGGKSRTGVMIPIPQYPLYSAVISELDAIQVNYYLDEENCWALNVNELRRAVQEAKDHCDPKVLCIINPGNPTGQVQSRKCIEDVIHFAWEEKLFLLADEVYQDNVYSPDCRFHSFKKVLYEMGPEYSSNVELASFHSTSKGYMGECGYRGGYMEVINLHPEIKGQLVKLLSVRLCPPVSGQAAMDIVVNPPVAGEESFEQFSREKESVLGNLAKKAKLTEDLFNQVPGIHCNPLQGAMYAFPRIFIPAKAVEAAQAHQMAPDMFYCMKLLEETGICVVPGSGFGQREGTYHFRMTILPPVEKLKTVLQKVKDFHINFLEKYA
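Inhibition is scored from Amplex Red fluorescence generated when pyruvate oxidase and HRP act on pyruvate released by GPT2. Reactions contain 10ng/uL enzyme, 250uM a-KG and 2mM L-alanine and run 30 min at room temperature.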
HEK293 tox: HEK 293 cell cytotoxicity | AID 1345083 | HEK 293 viability, ATP luminescence (CellTiter-Glo), 48-72 h | actives 6.6% (n = 94,000) | Potency, µM (top dose mostly 115 µM), without a hit: top-dose activity change, negative = cytotoxicity, usual class: inhibitors; also: potency is read from the fitted curve at half-maximal effect; nearly all actives have a fitted effect of over 60% in size
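qHTS cytotoxicity; HEK 293, 250 cells/well; compound pinned; 48 or 72 hr, 37 degree Celsius, 5% CO2, 95% humidity; CellTiter-Glo, 10 min RT; luminescence (ATP).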
IP6K1 inhibitor: inhibitors of human IP6K1; Q92551; IP6K1 kinase, ADP-Glo luminescence, 2 h; active compounds read low; activity change, % (series mostly up to about 58 µM); actives 0.81% (n = 140,000); AID 1645851; in the data active = activity change below about -25%
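ADP-Glo luminescence measures ADP made by human IP6K1 during a 2 h RT reaction with ATP/IP6 (mix at 1.3 mM/130 uM); top library doses 57.5 and 19.1 uM final.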
FLuc inh: blocks purified firefly luciferase enzyme activity. purified P. pyralis luciferase, luminescence, biochemical. P08659. AID 1347043. Potency, µM (doses to about 115 µM), for the others: at the highest dose activity change, negative = inhibition, usual class: inhibitors. actives 2.5% (n = 76,000); also: potency is read from the fitted curve at half-maximal effect; nearly all actives have a fitted effect of over 65% in size
Target sequence (P08659 whole entry, looked up): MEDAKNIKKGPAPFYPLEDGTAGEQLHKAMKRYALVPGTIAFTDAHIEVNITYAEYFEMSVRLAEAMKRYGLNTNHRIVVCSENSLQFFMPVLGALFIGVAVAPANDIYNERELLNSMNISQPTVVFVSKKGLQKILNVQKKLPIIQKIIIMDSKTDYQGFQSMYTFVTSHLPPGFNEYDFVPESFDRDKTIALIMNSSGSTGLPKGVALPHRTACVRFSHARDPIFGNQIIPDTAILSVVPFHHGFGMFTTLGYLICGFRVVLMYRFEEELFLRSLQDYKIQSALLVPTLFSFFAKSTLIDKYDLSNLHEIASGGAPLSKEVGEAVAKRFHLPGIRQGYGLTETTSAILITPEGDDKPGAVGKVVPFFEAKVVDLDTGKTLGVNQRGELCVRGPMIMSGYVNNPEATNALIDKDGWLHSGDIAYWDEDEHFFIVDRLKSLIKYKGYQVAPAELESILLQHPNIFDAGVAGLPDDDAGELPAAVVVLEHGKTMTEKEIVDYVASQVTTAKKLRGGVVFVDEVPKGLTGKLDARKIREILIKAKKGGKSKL
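Purified 10nM P. pyralis luciferase with 10uM D-luciferin and 10uM ATP in 50mM Tris acetate pH 7.5, 10mM Mg acetate, 0.01% Tween-20, 0.05% BSA. qHTS titration; luminescence read by CCD imager.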
SNCA expr inh: SNCA gene expression inhibition; HEK-293 SNCA-luciferase knock-in, luminescence, 24 h; Potency, µM (highest dose often 57.2 µM), for the others: top-dose activity change, negative = inhibition, usual class: inhibitors; actives 0.17% (n = 140,000); AID 1671194;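 also: potency is read from the fitted curve at half-maximal effect; plate controls were DMSO cells for no effect and cell-free wells for full effect; nearly all actives have a fitted effect of over 45% in size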
Starred values were filed as active, the others as inactive; i = inactive; u = inconclusive; x = not tested or not shown; & = joins results of further samples; [ ] = another dose, or the depositor's remark. Unless noted, calls follow the shape of the dose curve; as a rule, active = well fitted curve in the direction sought with a large enough effect; inconclusive = small, poorly fitted or top-dose-only effect, or another doubt; inactive = no such curve, though single readings can be large; an effect the other way counts as inactive or inconclusive. Unless noted, % is scaled to controls: 0 for no effect and ±100 for the full control effect. Not all compounds are listed, so the mix of outcomes need not match the whole.

entry | canonical_smiles | HEK293 viab | 3T3 cytotox | GPT2 inh | HEK293 tox | IP6K1 inhibitor | FLuc inh | SNCA expr inh
1 | COc1ccc(-c2noc(CC3CCN(C(=O)CCc4ccccc4)CC3)n2)cc1 | -5% | u | i | 35µM* | 8 | 4% | -25%
2 | COc1ccc(Cl)cc1NC(=O)Cn1cc(C(=O)c2ccc(C)cc2)c(=O)c2ccc(C)nc21 | -3% | x | x | x | 2 | x | 32%[activator]
3 | Cc1cc(F)cc(CN2CCc3nc(C(=O)Nc4ccccc4)oc3CC2)c1 | -6%[87.6 µM] | 25µM* | i | u | 12 | 22µM* | 24%[87.6 µM]
4 | CC(C)(C)CC(=O)N1CC2CC(C1)[C@H]1CCCC(=O)N1C2 (stereo not given in full) | 18% | i | -4% | 3% | 13 | -3% | 4%
5 | CCNC(=O)N[C@H]1CC[C@]2(C)CCC([C@H](C)C(=O)NC3CC3)[C@H](O)[C@H]2[C@@H]1C (stereo not given in full) | 1%[87.6 µM] | 4%[174 µM] | -9%[88.5 µM] | 1%[172 µM] | -7 | 4%[172 µM] | 10%[87.6 µM]
6 | Cc1nn(-c2ccc(F)cc2)c(C)c1[C@@H]1C=C[C@@H](NS(=O)(=O)c2cccs2)C1 | -5%[87.6 µM] | u | u | u | -9 | 7%[172 µM] | -21%[87.6 µM]
7 | CCC1=C(C(=O)OC)C(c2ccc(OC)cc2OC)N2C(CC(=O)NC3CC3)=CSC2=N1 (stereo not given) | -11% | -4% | i | u | 16 | 5% | -2%
8 | CC(C)Oc1ccc(CNC(=O)C2CCN(c3nc4ccccc4n(C)c3=O)CC2)cc1 | -1% | x | x | x | 4 | x | 10%
9 | CCS(=O)(=O)N1CCCC(C(=O)NCc2ccncc2)CCNC(=O)CC1 (stereo not given) | 1% | i | i | i | -11 | 9% | 14%
10 | Cc1ccccc1CNCCCSc1nnnn1-c1ccccc1 | 10% | x | x | x | 1 | x | -11%
11 | COc1ccc(NS(=O)(=O)c2ccc(-c3cnc(C4CC4)o3)cc2)cc1Cl | -15% | x | x | x | 11 | x | u
12 | CC(CCc1ccccc1)NCC(O)c1ccc(O)c(C(N)=O)c1 (stereo not given) | -19%&-31% | x | i | x | 1 | x | -12%
13 | CCOc1ccc(-n2nc3ccc(NC(=O)c4ccc(C)cc4C)cc3n2)cc1 | -7% | x | x | x | 38 | x | 17%
14 | CC(C)NC(=O)N1CCCC1c1noc(CCC(=O)NCCC2CCN(C(C)C)CC2)n1 (stereo not given) | -3% | i | 3% | 8% | 16 | 0% | 15%
15 | Cc1ccccc1C(=O)NC(C(=O)NCC(C)C)C1CCN(C(=O)CC(C)C)CC1 (stereo not given) | 12% | -12% | i | 2% | -17 | 6% | 2%

Single records, as listed above. Values in the order: HEK293 viab | 3T3 cytotox | GPT2 inh | HEK293 tox | IP6K1 inhibitor | FLuc inh | SNCA expr inh
Profile of CC(CCc1ccccc1)NCC(O)c1ccc(O)c(C(N)=O)c1 (stereo not given) = -19%&-31% | x | i | x | 1 | x | -12%
Profile of CCC1=C(C(=O)OC)C(c2ccc(OC)cc2OC)N2C(CC(=O)NC3CC3)=CSC2=N1 (stereo not given) = -11% | -4% | i | u | 16 | 5% | -2%

Later entries.
entry | canonical_smiles | HEK293 viab | 3T3 cytotox | GPT2 inh | HEK293 tox | IP6K1 inhibitor | FLuc inh | SNCA expr inh
16 | O=C(NCCc1cnc[nH]1)[C@@H]1C[C@H]2C(=O)NCCCCCCN(S(=O)(=O)c3cccs3)[C@H]2C1 | -7% | i | i | i | -12 | 9% | -21%
17 | O=C(CCCn1ccnc1)N1CCC2(CCC(=O)N(Cc3ccncc3)C2)CC1 | 4% | i | u | i | 24 | -1% | u
18 | Cn1ncc2c(C(=O)NC3CCCC3)cc(-c3ccccc3F)nc21 | x | u | x | u | 10 | x | x
19 | Cc1ccc(C2Cn3nnc(-c4nc(-c5ccc6c(c5)OCO6)no4)c3CO2)c(C)c1 (stereo not given) | 0% | 0% | i | -3% | 8 | -16% | 32%[activator]
20 | Cc1ccc(Cl)cc1N1CCN(C(=O)Cn2cnc3nc4c(cc3c2=O)CCCC4)CC1 | 5% | x | x | x | 48 | x | u
21 | CCn1cc(C(=O)N2CCCC(CCc3cccc(F)c3)C2)cn1 (stereo not given) | 3% | u | -3% | u | -5 | -10% | -11%
22 | CSc1ccc(CNC(=O)Cn2ccc3cc(S(=O)(=O)N4CCCC4)ccc32)cc1 | 4% | x | x | x | 21 | x | -28%
23 | CCOc1ccccc1C(=O)Nc1nnc(COC)s1 | -4% | x | x | x | -11 | x | 58%[activator]
24 | CCOCC(=O)N1CCC(N2CC(OCC3CC3)C23CCCCC3)CC1 (stereo not given) | 0% | -11% | 1% | -4% | 0 | 6% | -14%
25 | Cc1ccc([C@@H]2CN(C(=O)c3sccc3Cl)C[C@H]2N(C)C)cc1 | -10% | -13% | -3% | u | 32 | -19% | 33%[activator]
26 | c1ccc(-c2cnc([C@@H]3COCCN3C3CCC3)[nH]2)cc1 | 1%[87.6 µM] | -30%[230 µM] | i | -22%[230 µM] | -4 | 1%[230 µM] | 1%[87.6 µM]
27 | Cc1cccc(-c2cccc(CN3CCC(N[S+](=O)([O-])c4cccs4)CC3)c2)c1 | 1% | u | -6% | 28µM* | -1 | x | -4%
28 | CCN(CC)C(=O)C1Cn2cccc2C(=O)N1C (stereo not given) | -4% | -22% | i | 2% | 3 | 0% | u
29 | Cc1ccc(CNC(=O)CSc2nc3n[nH]c(C)c3c(=N)n2-c2ccccc2Cl)cc1 | -1% | x | x | x | -9 | x | -4%
30 | Cc1cn2nc(C(=O)N3CCOCC3)cc2c(N(C)Cc2ccccc2)n1 | -2% | u | 4% | u | 0 | 7% | -18%
31 | Cn1nccc1C(=O)N1CCNc2cnc(Nc3ccccc3)nc2C1 | -6%[87.6 µM] | -7%[138 µM] | 5%[88.5 µM] | u | -8 | -7%[172 µM] | -3%[87.6 µM]
32 | O=C1CC2(CCN(C(=O)c3ccccn3)C2)Nc2ccccc2N1 (stereo not given) | -3% | i | 4% | 4% | 19 | x | -6%
33 | O=[N+]([O-])c1cccc(-c2noc([C@@H]3Cc4nc[nH]c4CN3CC3CCCCC3)n2)c1 | u | 71µM* | u | 56µM* | 6 | -7%[172 µM] | u
34 | COCC(=O)N1CCN(C(=O)c2nc3cccnc3n(Cc3ccc(OC)cc3)c2=O)CC1 | x | -10% | x | 4% | 9 | x | x
35 | O=C(c1ccc(F)cc1)N1CCC2(CC1)CN(Cc1ccccc1)CC2CO (stereo not given) | -3% | u | i | u | 5 | 0% | -15%
36 | O=C(C1CC1)N1CCc2cc(Br)cc(S(=O)(=O)N3CCN(c4ccccc4)CC3)c21 | -10% | x | x | x | -15 | x | -15%
37 | CCOC(=O)c1cccc(NC(=O)c2cc(S(=O)(=O)N3CCCC(C)C3)cn2C)c1 (stereo not given) | 10% | x | x | x | -7 | x | u
38 | Cc1ccc(-c2cc(C(=O)N3CCSCC3)c3cnn(C)c3n2)c(C)c1 | -17% | -6% | 4% | -4% | -23 | x | 48%[activator]
39 | CC(C)CCC[C@@H](C)[C@H]1CC[C@H]2[C@@H]3CC=C4C[C@@H](OC(=O)NCCN(C)C)CC[C@]4(C)[C@H]3CC[C@]12C | -1% | x | i | x | -11 | x | x
40 | O=C(C[C@@H]1CCNC[C@@H]1Cc1cc(CN2CCOCC2)on1)N1CCN(c2ccccc2)CC1 | 4% | -5% | -23% | 0% | -5 | -4% | 20%
41 | Cc1cc(C)n(-c2nc3ccccc3nc2Nc2ccc(C(C)C)cc2)n1 | -2% | x | x | x | -14 | x | -1%
42 | CN(C)c1ccc(C(=O)NC[C@H]2O[C@@H](CO)[C@@H](O)[C@H]2N2CCN(c3ccccc3)CC2)cc1 | 2% | 1% | 4% | 4% | 20 | -1% | 25%
43 | CN(C)S(=O)(=O)N1CCC2(CC1)CC1C(=O)NCCN1C2 (stereo not given) | 3% | -4% | i | i | 3 | -2% | -8%
44 | COc1cccc(S(=O)(=O)N2CCn3ncc(C(=O)NCc4ccc(Cl)nc4)c3C2)c1 | -17% | u | -24% | -4% | -5 | x | -6%
45 | O=C(C1CCN(Cc2ccccc2-c2ccccc2F)CC1)N1CCN(Cc2ccccc2)CC1 | x | 25µM* | x | 35µM* | 12 | x | x
46 | O=C(c1cc[nH]c(=O)c1)N1CC(F)(F)C[C@H]1c1nc(C2CC2)no1 | 1% | i | i | i | -2 | -3% | 15%
47 | O=C(c1ccco1)N1CCC(C2CCN(Cc3cccc(F)c3F)CC2)C1 (stereo not given) | -15% | -26% | -15% | -25% | 8 | -1% | -16%
48 | Fc1ccc(-c2cc(NC3CCCC3)nc3[nH]ccc23)nc1 | -1% | u | i | u | 2 | -16% | -3%
49 | O=c1c2c(CO)c(-c3ccc(F)cc3)nn2ccn1Cc1ccc(OC(F)(F)F)cc1 | -12% | u | i | u | -5 | -1% | -17%
50 | O=c1[nH]cnc2[nH]ncc12 | -5% | x | 4% | x | 13 | x | -3%
51 | O=C(NCC(=O)N1CCN(c2ccccn2)CC1)c1cc2ccccc2[nH]1 | -3% | 4% | 2% | 3% | 2 | u | 76%[activator]
52 | COc1nc2nc(CCc3ccccc3)n(C)c2cc1-c1cccc(CO)c1 | -22%[87.6 µM] | u | -4%[88.5 µM] | u | 3 | 71µM* | 49%[activator][87.6 µM]
53 | CC1(C)CC[C@]2(C(=O)O[C@@H]3O[C@H](CO)[C@@H](O)[C@H](O)[C@H]3O)CC[C@]3(C)C(=CCC4[C@@]5(C)C[C@@H](O)[C@H](O)C(C)(C)C5CC[C@]43C)C2[C@@H]1O (stereo not given in full) | 1%[23.9 µM] | x | -7%[17.1 µM] | x | -4 | x | x
54 | COc1ccc(S(=O)(=O)N2CCc3c(C(=O)N(C)C)cccc32)cc1 | 5% | -23% | 1% | -21% | -9 | -6% | 3%
55 | CCCCc1ncc(CN2CCN(Cc3ccccc3)CC(O)C2)[nH]1 (stereo not given) | -7% | -12% | 2% | u | -4 | -2% | -12%
56 | CC(C)N1CCC(N2C[C@@H](CO)[C@H](c3nc(C4CC4)no3)C2)CC1 | -6% | -14% | 3% | u | -8 | 2% | 13%
57 | CCOC(=O)c1cccc(NC(=O)C2CCN(c3nnc(C)c4c(C)n(-c5ccccc5)nc34)CC2)c1 | 11% | x | x | x | 49 | x | u
58 | O=C(c1cccc(F)c1)N1CCC(Oc2cccnc2)C1 (stereo not given) | -9% | 2% | i | 3% | 1 | 15% | -7%
59 | CCN(CC)CCN(C(=O)c1ccco1)c1nc2c(C)cccc2s1 | -9% | x | x | x | 23 | x | 63%[activator]
60 | CNC(=O)[C@@H]1CCCC[C@@H]1c1nc(-c2ccncc2)nn1CCO | 22% | i | -20% | 1% | 20 | 0% | 4%

From PubChem
